Siah-1 displacement – blockers of Siah-1 interaction with plectin peptide – biochemical, fluorescence polarization, rhodamine-plectin, uHTS, primary screen (AID 1817) | one-dose displacement, % at 20 µM; IC50 in µM for titrated hits | Siah-1 / rhodamine-plectin peptide fluorescence polarization; higher % means a stronger effect | 0.02% of 290,000 active;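 active = displacement of at least 50% at 20 µM, with a fluorescence ratio check between 0.3 and a set limit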;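 also: plate controls were Siah plus tracer with DMSO for no effect and tracer alone without Siah for full effect; strong numbers were not always called active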
GPR55 antagonists – inhibition of LPI-stimulated GPR55 beta-arrestin translocation – imaging, U2OS, beta-arrestin-GFP, LPI agonist, primary screen (AID 2013). 0.13% of 290,000 active. U2OS GPR55 beta-arrestin-GFP translocation imaging, LPI antagonism; higher % means a stronger effect. inhibition, % at 10 µM, or IC50 in µM where a hit was titrated;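 active = spots per cell inhibited over 60%, with over 100 cells counted and total cytoplasm intensity under 500,000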;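 also: U2OS cells stably carrying GPR55 and arrestin-GFP stimulated by 5 µM LPI near EC80; imaged beta-arrestin-GFP aggregate spots per cell after agonist stimulation; plate controls were LPI-stimulated DMSO wells for no effect and DMSO wells without LPI for full effect; some results filed as inactive read as strong as hits; confirmed hits need IC50 under 10 µM and bright autofluorescent wells are also inconclusive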
NOD1 inhibition – inhibition of NOD1-driven NF-kB reporter – cell-based, luminescence, uHTS, primary screen (AID 1578) | NOD1-driven NF-kB luciferase reporter cells, luminescence; higher % means a stronger effect | inhibition, % at 4 µM, or EC50 in µM where a hit was titrated | 1% of 290,000 active; in the data active = inhibition mostly above about 36%, no sharp cut-off; inactive = mostly below about 34%;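 also: HEK-293T reporter cells stimulated with the NOD1 agonist gamma-tri-DAP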
AID2073 – disruptors of CaV2.2 binding to Mint1 – biochemical, HTRF (AID 2073); one-dose inhibition, % at 20 µM; IC50 in µM for titrated hits; HTRF protein-protein interaction, Mint1-CaV2.2; higher % means a stronger effect; 0.19% of 290,000 active; in the data active = inhibition mostly above about 51%, no sharp cut-off; also: some results filed as inactive read as strong as hits
HIV fusion peptide – cell-free HIV fusion peptide-binding blockers – biochemical, uHTS, fluorescence dequenching, primary screen (AID 1986) | cell-free peptide binding, fluorescence dequenching, 30 min; higher % means a stronger effect | one-dose inhibition, % at 20 µM; IC50 in µM for titrated hits | 0.3% of 290,000 active; in the data active = inhibition mostly above about 52%, no sharp cut-off; inactive = mostly below about 76%; also: some results filed as inactive read as strong as hits
GPR35 arrestin U2OS – GPR35 antagonists blocking zaprinast-driven arrestin recruitment, primary screen, imaging, U2OS, beta-arrestin-GFP, zaprinast agonist (AID 2058) | 0.052% of 290,000 active | U2OS GPR35 beta-arrestin-GFP translocation imaging, zaprinast antagonism; higher % means a stronger effect | inhibition, % at 10 µM, or IC50 in µM where a hit was titrated;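 active = inhibition of at least 50% with at least 30 cells and total cytoplasm GFP at most 10,000,000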
KOR beta-arrestin-1 – kappa opioid receptor blockers – cell-based, luminescence, uHTS (AID 1778). inhibition, % at 10 µM, or IC50 in µM where a hit was titrated. 0.091% of 290,000 active. KOR beta-arrestin recruitment, luminescence, antagonist mode; higher % means a stronger effect; in the data active = inhibition above about 50%; also: strong numbers were not always called active
KOR beta-arrestin-2 – KOR agonists, beta-arrestin recruitment, primary screen, cell-based, luminescence, uHTS (AID 1777); KOR beta-arrestin recruitment, luminescence; higher % means a stronger effect; activation, % at 10 µM, or EC50 in µM where a hit was titrated; 0.02% of 280,000 active; in the data active = activation above about 50%, passing the limit was not always enough; also: a part of the inactive calls stands beside numbers as strong as those of hits
GPR55 beta-arrestin – selective activators of receptor GPR55 – imaging, U2OS cells, beta-arrestin-GFP redistribution, primary screen (AID 1961) | U2OS GPR55 beta-arrestin-GFP redistribution imaging; higher % means a stronger effect | activation, % at 10 µM, or EC50 in µM where a hit was titrated | 0.048% of 290,000 active;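 active = activation above 40% with more than 50 cells counted in the well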;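 also: U2OS osteosarcoma cells stably expressing GPR55 and beta-arrestin-GFP; plate controls were DMSO negative control for no effect and LPI positive control for full effect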
Active calls of the source: *; . = not tested or not shown; [ ] = another dose, or the depositor's remark. An excerpt; the hit share may differ from the screen's.

entry	Compound	KOR beta-arrestin-2	GPR35 arrestin U2OS	HIV fusion peptide	AID2073	GPR55 beta-arrestin	Siah-1 displacement	KOR beta-arrestin-1	NOD1 inhibition	GPR55 antagonists
1	Nc1cccc(S(=O)(=O)NC2=NCCC2)c1	-5.4%	-10%	0.3%	-4%	0.8%	-6%	12%	-1%	-3%
2	C#CCOc1nc(Nc2cccc([N+](=O)[O-])c2)nc(OCC#C)n1	-5.4%	-6%	-1.6%	11%	1.1%	0%	-28%	-28%	7%
3	O=C(NCN1CCN(c2ccccc2F)CC1)c1ccccc1	-1.1%	6%	-0.8%	-5%	-0.1%	2%	-21%	.	18%
4	COc1ccc(/C=C2\SC(=O)N(CCNC(=O)Cc3coc4cc(OC)ccc34)C2=O)cc1	4.0%	-2%	7.6%	15%	0.3%	5%	-10%	-11%	-3%
5	Cc1ccc(S(=O)(=O)Nc2ccc(NC(=O)c3c(F)c(F)c(F)c(F)c3F)cc2)cc1	1.1%	-1%	1.4%	-3%	5.5%	17%	-63%	-17%	12%
6	COc1ccccc1CNC(=O)Cn1cc2c(n1)CCCC2	-3.5%	-10%	2.1%	7%	-0.3%	9%	19%	-10%	2%
7	CCN(CC)S(=O)(=O)c1cccc(C(=O)N[C@H](C(=O)Nc2nc3ccc(F)cc3s2)C(C)C)c1	-2.8%	-6%	0.3%	20%	-0.4%	5%	31%	8%	4%
8	Cc1nn(-c2ccc(Cl)cc2)c2[nH]c(=O)c(CNCc3ccc4c(c3)OCO4)cc12	2.2%	1%	0.8%	3%	-0.2%	-1%	.	-19%	5%
9	O=C(Nc1scc(-c2ccccc2)c1C(=O)O)c1ccco1	-3.1%	0%	0.5%	43%	0.8%	-6%	-89%	9%	7%
10	CC(=O)N1C(=O)/C(=C2\SC(=S)N(NS(=O)(=O)c3ccc(C)cc3)C2=O)c2ccccc21	9.1%	-1%	56%	1%	-0.2%	-1%	-52%	-48%	-5%
11	Cc1ccc(NC(=S)N2CCN(C(=O)c3ccccc3)CC2)c(C)c1	3.6%	-7%	0.9%	-14%	0.0%	7%	4%	-35%	5%
12	COc1ccc(CNC(=O)CSc2nnnn2C)cc1OC	-7.6%	10%	0.0%	-5%	-0.4%	0%	-39%	-33%	-5%
13	CCN(CC)S(=O)(=O)c1ccc(N/N=C(\C)c2ccc(OC)cc2O)nc1	3.5%	-5%	-0.1%	0%	0.0%	-1%	0%	-3%	-9%
14	Nc1ccn(C2CC(O)C(CO)O2)c(=O)n1 (configuration not stated)	-5.8%	-10%	1.1%	-3%	-0.1%	10%	-4%[20 µM]	20%	0%
15	Cc1oc2ccc(O)c(CN3CCOCC3)c2c1C(C)O (configuration not stated)	-0.3%	8%	-0.3%	1%	-0.1%	1%	-25%	-25%	3%
16	CC(C)(C)NC(=O)c1nn2c(C(F)(F)F)cc(-c3ccccc3)nc2c1Br	3.9%	9%	2.2%	11%	-0.2%	0%	-42%[20 µM]	54%	-7%
17	COc1ccc2c(c1)[nH]c(=O)c1sc3ccccc3c12	7.6%	2%	0.2%	20%	-0.1%	-3%	-17%	-30%	10%
18	COc1cccc(C(=O)N[C@@H](C)C(=O)N2CCC3(CC2)NCCc2[nH]cnc23)c1	3.4%	-3%	0.9%	-15%	-0.1%	7%	-33%	-11%	13%
19	C=CCN1CCN(C(=O)c2c(-c3ccccc3)noc2C)CC1	2.1%	-3%	1.0%	5%	0.2%	4%	3%	-24%	-1%
20	CCC(Cc1ccccc1)NS(=O)(=O)c1ccc2c(c1)NC(=O)CS2 (configuration not stated)	2.8%	-1%	0.0%	6%	-0.1%	6%	-7%	-12%	-2%
21	O=C(NCC1CCCO1)c1ccc2c(c1)N(Cc1ccccc1)CCS2 (configuration not stated)	-6.7%	-9%	-2.1%	28%	-0.2%	1%	26%	-12%	3%
22	COC(=O)C(NS(=O)(=O)c1cccc(S(=O)(=O)NC(C(=O)OC)c2ccccc2)c1)c1ccccc1 (configuration not stated)	-3.8%	-8%	0.8%	0%	-0.3%	-1%	-33%[20 µM]	-26%	-14%
23	O=[N+]([O-])c1cccc(S(=O)(=O)c2ccc(N3CCCCC3)c([N+](=O)[O-])c2)c1	-2.8%	0%	2.4%	9%	-0.3%	1%	-15%	22%	6%
24	CSCC[C@H](NC(=O)OC(C)(C)C)C(=O)N/N=C/c1cccc2cccnc12	-0.1%	5%	1.7%	-1%	-0.2%	-5%	3%	3%	0%
25	Cc1cc(C(=O)OCC(=O)c2ccc3c(c2)OCCO3)c(C)o1	4.3%	-2%	-2.0%	-5%	-0.2%	1%	18%	-3%	9%
26	O=C(/C=C\c1ccco1)NC(=S)Nc1ccccc1O	-2.9%	-6%	22%	-23%	0.0%	17%	21%	0%	3%
27	CN(C)c1ccc([N+](=O)[O-])cc1C(=O)O	-5.0%	-8%	0.4%	6%	0.3%	6%	16%	0%	-2%
28	COc1cccc(-c2cccc(NC(=O)C3CCN(Cc4cnn(C)c4)CC3)c2)c1	-5.1%	14%	-0.1%	11%	-0.1%	0%	3%	7%	0%
29	N#Cc1cccnc1N1CCC(C(N)=O)CC1	4.4%	-8%	0.3%	2%	0.7%	2%	-16%	-14%	14%
30	C=CCC1(C)C(=O)N(c2ccccc2)c2ccccc21 (configuration not stated)	-0.9%	-12%	-1.9%	-3%	-0.5%	4%	-5%	-14%	10%
31	COc1cccc(CNC(=O)CCSCc2ccccc2F)c1	-0.7%	9%	1.4%	-7%	-0.3%	0%	-15%	-14%	-8%
32	CC(=O)c1ccccc1OC(=O)c1ccc([N+](=O)[O-])o1	-1.2%	-2%	-2.0%	-5%	-0.2%	-3%	31%	-10%	-6%
33	COC(=O)CCC(=O)OC1(C)C(=O)C=C2C=C(C3CC3)N(CCCOC(C)C)C=C2C1=O (configuration not stated)	-0.4%	8%	4.0%	-3%	-0.1%	1%	12%	-9%	2%
34	O=C(CSc1ncccn1)NCc1cccs1	-0.6%	8%	-0.4%	2%	0.2%	11%	-13%	-20%	3%
35	CCn1c(SCC(=O)N/N=C/c2c[nH]c3ccccc23)nnc1-c1ccc(C(C)(C)C)cc1	5.5%	-11%	0.2%	-2%	0.5%	4%	-21%	42%	22%
36	Cc1cc(C)n(-c2nnc(C)n2/N=C/c2cc(Br)ccc2OCc2ccccc2)n1	12%	-4%	-1.6%	0%	0.4%	4%	-13%	-71%	8%
37	Cc1ccc(C(=O)CNc2cc(C)ccc2C)cc1	-1.4%	-1%	-0.1%	-7%	-0.3%	1%	-28%[20 µM]	-40%	-4%
38	O=C(NCCNS(=O)(=O)c1cccc(C(F)(F)F)c1)c1cc(OCC(F)(F)F)ccc1OCC(F)(F)F	4.6%	-15%	0.0%	12%	-0.1%	4%	-25%	10%	0%
39	CC1(C)NC(=O)N(CC(O)CN2C(=O)NC(C)(C)C2=O)C1=O	-2.9%	5%	2.2%	-6%	-0.3%	-1%	-29%	-14%	8%
40	C/C(=N/NC(=O)CNC(=O)COc1ccccc1)c1ccco1	0.3%	-12%	4.3%	-2%	0.0%	-4%	-15%	-18%	7%
41	COc1cc(OC)cc(C(=O)Nc2cccc3nc(C)ccc23)c1	-1.6%	4%	0.9%	-2%	-0.3%	3%	1%	-16%	13%
42	Cc1ccc(C2CC(=O)Nc3cc4c(cc32)OCO4)o1 (configuration not stated)	-5.5%	-18%	0.1%	-1%	-0.1%	3%	-8%	7%	5%
43	CC(C)c1ccc(OCC(=O)NC(Cc2c[nH]c3ccccc23)C(=O)O)cc1 (configuration not stated)	-2.4%	-14%	16%	5%	0.2%	-4%	-13%	10%	1%
44	N#CNC(=Nc1cccc(F)c1)SCc1ccccc1F	3.9%	-1%	0.6%	-4%	0.2%	-9%	-39%	-20%	5%
45	CC(C)Oc1ccc(OCCSc2nc3ccccc3n2CC(=O)O)cc1	-0.5%	1%	2.6%	0%	0.5%	8%	4%[20 µM]	-38%	-12%
46	Nn1c(Cc2cccc3ccccc23)nnc1SCc1ccc(Cl)c(Cl)c1	2.0%	11%	-2.7%	-2%	0.1%	-12%	23%	15%	6%
47	O=C(CNCc1ccncc1)Nc1cc(S(=O)(=O)N2CCCCC2)ccc1Cl	5.7%	-5%	18%	12%	0.2%	4%	23%	-21%	-2%
48	COc1ccccc1NC(=O)c1ccc(NC(=O)c2ccco2)cc1	7.2%	1%	1.0%	0%	0.0%	1%	-21%	-30%	-1%
49	COc1ccc(-c2nnc(NC(=O)c3ccc(S(=O)(=O)N4CCCc5ccccc54)cc3)o2)cc1	-2.6%	11%	2.4%	4%	-0.1%	-2%	12%	20%	11%
50	CN1CCN(CCCNC(=O)Cn2ncc3c4ccccc4n(C)c3c2=O)CC1	2.5%	1%	0.2%	5%	-0.5%	0%	9%	-26%	6%
51	C=CCc1ccccc1OCC(=O)N/N=C/c1ccccc1OCC	1.3%	4%	-0.7%	-3%	-0.1%	-1%	-72%	-16%	-2%
52	CCCC(C)NC(=O)Cn1c(=O)c2c(ncn2CCC(C)C)n(Cc2ccccc2)c1=O (configuration not stated)	-4.5%	-4%	0.5%	11%	-0.1%	0%	14%	7%	-17%
53	COc1cc(/C=C(\C#N)C(=O)N2CCOCC2)ccc1OCc1ccccc1	-1.9%	5%	0.1%	25%	-0.7%	5%	23%	-23%	12%
54	CC(=O)N1N=C(c2ccc(C(C)(C)C)cc2)OC1(C)C	-2.4%	-14%	0.9%	0%	-0.3%	0%	-2%	7%	-4%
55	COc1ccccc1-c1c(NC(=O)c2ccco2)n(-c2ccccc2)nc(C)c1=O	-6.2%	-21%	-0.4%	-1%	-0.2%	-2%	29%	8%	-2%
56	CCOc1cc(/C=N/NC(=O)Cn2nc([N+](=O)[O-])cc2C)cc(Br)c1OCc1ccccc1F	12%	9%	3.2%	-7%	-0.1%	-2%	-23%	-27%	2%
57	Cc1ccc(Nc2nc(Cl)c(C=O)s2)cc1Cl	-4.6%	-1%	15%	20%	-0.1%	-2%	-4%	-18%	13%

Compound activity: PubChem BioAssay, Sanford-Burnham Center for Chemical Genomics
